CHOP inh: inhibitors of CHOP induction in ER stress response; inhibition, % at 10 µM; 220,000 tested, 3.8% active; CHO-K1 CHOP-promoter luciferase, tunicamycin-induced, 15-18 h;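 active means compounds that reduced the stress-induced luciferase reporter signal by more than about 70% of percent inhibition, limit read from the data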;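 further: 0% = tunicamycin plus vehicle and 100% = wells without tunicamycin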
TRPN1 ag: activates the zebrafish TRPN1 channel; HEK293 zebrafish TRPN1-YFP, Fluo-8 calcium fluorescence; 100% = response to 87 µM carbachol; activation, % at 3 µM; 220,000 tested, 0.18% active;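 active means activation above its plate's cutoff, the mean activation of test wells on that plate plus 3 SD, cut at about 19% in these data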;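 further: 0% = DMSO alone and 100% = 87 µM carbachol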
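Control set: carbachol 87 µM as high control, DMSO as low control; system: HEK293 stable line with zebrafish TRPN1-YFP; read-out: % activation versus carbachol response; detection: intracellular calcium fluorescence with Fluo-8; doses: single test compound dose, 3 µM nominal, 0.3% DMSO; schedule: dye 1 h 37 °C plus 30 min RT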
Runt-SMMHC FRET: Runt domain-CBFb-SMMHC interaction inhibition | Q01196+Q13951 | Cerulean-Runt/Venus-CBFb-SMMHC FRET ratio 530/480, 1 h | inhibition, % at 20 µM | 220,000 tested, 0.74% active;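 active means mean inhibition across duplicate retests at 20 µM reaching about 50%, limit read from the data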;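 further: 0% = DMSO wells and 100% = wells with excess untagged CBFb-SMMHC; inhibitors lower the FRET ratio by blocking Runt binding to CBFb-SMMHC; some results filed as inactive read as strong as hits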
TRPML3 ag: activates the human TRPML3 channel. activation, % at 3 µM. HEK293 TRPML3-YFP, Fluo-8 calcium fluorescence; 100% = the carbachol control signal. Q8TDD5. 220,000 tested, 0.29% active;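 active means activation above its plate's cutoff, the mean activation of the plate's test wells plus 3 SD, cut at about 12% in these data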;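 further: 0% = DMSO only wells and 100% = carbachol wells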
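Test system: TRPML3-YFP stable HEK293 cells. Doses: single point at 3 µM. Incubation: dye loading 1 h 37 °C then 30 min ambient, 125 s read. Signal: Fluo-8 calcium dye fluorescence, ex 470-495, em 515-575 nm. Measure: percent activation from peak-to-basal fluorescence ratio, scaled between DMSO and carbachol.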
PPC-1+TRAIL kill: compounds killing PPC-1 cancer cells with TRAIL present (potentiator screen, no TRAIL-free arm). PPC-1 cells + TRAIL, ATPLite viability luminescence. cell killing (% activity), % at 4 µM. 220,000 tested, 0.41% active. AID 1443;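 active means cell killing above 50% in the first pass at 4 µM, then a duplicate retest at 5 µM averaging 50% or more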;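 further: plate controls were cells with TRAIL plus DMSO for no effect and medium-only wells lacking cells for full effect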
EBV gp42 inh: EBV gp42 inhibition; Q1HVG2; Fluorescence polarization binding assay, mP read-out; inhibition, % (tested at 21.74 µM); 220,000 tested, 0.42% active; in the data active means inhibition above about 50%
Target sequence (Q1HVG2 whole entry, looked up): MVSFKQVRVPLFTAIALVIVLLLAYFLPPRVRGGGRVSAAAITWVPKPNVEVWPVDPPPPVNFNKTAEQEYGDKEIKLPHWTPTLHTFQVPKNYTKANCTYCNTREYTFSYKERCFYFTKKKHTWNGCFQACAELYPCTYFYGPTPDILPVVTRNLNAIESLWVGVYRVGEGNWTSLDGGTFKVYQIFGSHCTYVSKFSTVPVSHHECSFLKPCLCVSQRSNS
TNF death inh: inhibitors of TNF-alpha induced necroptosis in Jurkat FADD-/- cells | Jurkat FADD-/- TNF necroptosis rescue, ATP luminescence, 24 h; 0 = TNF only, 100 = no-TNF cells | activation (protection from cell death), % at 10 µM | AID 463075 | 220,000 tested, 0.068% active;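 active means activation, meaning protection from cell death, of at least 50% relative to plate controls; inactive means activation below 50%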;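 further: necroptosis triggered by 40 ng/mL TNF-alpha added together with compound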
NCF1 inh: p47phox (human) inhibition; inhibition, % at 24.7 µM; P14598; 220,000 tested, 0.53% active; p47phox/p22phox peptide binding, fluorescence polarization, 2 h;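 active means inhibition above about 30%, limit read from the data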;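 further: 0% = p47phox with labelled peptide and 100% = labelled peptide alone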
Target sequence (P14598 whole entry, looked up): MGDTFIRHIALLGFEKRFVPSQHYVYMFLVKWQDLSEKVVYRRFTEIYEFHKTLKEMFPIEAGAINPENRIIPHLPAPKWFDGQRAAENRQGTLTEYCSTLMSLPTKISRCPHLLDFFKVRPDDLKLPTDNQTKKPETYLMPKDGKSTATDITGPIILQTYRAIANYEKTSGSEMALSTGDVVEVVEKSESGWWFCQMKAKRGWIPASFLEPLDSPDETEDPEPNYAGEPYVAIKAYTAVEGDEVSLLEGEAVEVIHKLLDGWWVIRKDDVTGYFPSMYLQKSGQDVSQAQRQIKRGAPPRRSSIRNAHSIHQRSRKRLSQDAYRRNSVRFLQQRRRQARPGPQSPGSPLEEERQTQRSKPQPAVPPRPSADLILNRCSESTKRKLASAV
Mdm2 ligase inh: inhibitors of human Mdm2 E3 ubiquitin ligase; Q00987; cell-based MDM2 ubiquitination luciferase reporter, 2 h; 0 = plate control, 100 = twice control, blank-subtracted; signal enhancement, % at 5 µM; 210,000 tested, 0.11% active;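 active means signal enhancement of 30% or more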;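 further: luminescence tracks abundance of the self-degrading MDM2-luciferase fusion protein; higher signal means inhibition of MDM2 E3 ligase activity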
Target sequence (Q00987 whole entry, looked up, the tested form may be a part): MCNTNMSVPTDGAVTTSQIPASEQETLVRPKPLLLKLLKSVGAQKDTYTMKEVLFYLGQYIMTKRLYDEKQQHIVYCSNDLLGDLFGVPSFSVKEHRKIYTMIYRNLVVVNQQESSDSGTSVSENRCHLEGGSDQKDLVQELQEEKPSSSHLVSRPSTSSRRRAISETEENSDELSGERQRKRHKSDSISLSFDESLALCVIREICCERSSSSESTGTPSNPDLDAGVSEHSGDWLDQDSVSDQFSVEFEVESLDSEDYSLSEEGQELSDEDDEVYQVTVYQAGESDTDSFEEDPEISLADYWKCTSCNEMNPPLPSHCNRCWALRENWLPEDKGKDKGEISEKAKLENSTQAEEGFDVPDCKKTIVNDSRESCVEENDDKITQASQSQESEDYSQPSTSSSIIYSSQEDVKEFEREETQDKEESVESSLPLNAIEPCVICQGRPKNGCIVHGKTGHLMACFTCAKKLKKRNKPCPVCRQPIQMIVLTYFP
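Assay system: stable mammalian line carrying autodegrading MDM2–luciferase fusion reporter; amount: 2000 cells seeded into each well; buffer or medium: DMEM; benchmarks: plate control and blank wells; signal: luciferase luminescence; timing: 2 h compound exposure at 37 °C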
The depositor's hits bear a star; . = no result given.

SMILES	CHOP inh	TRPN1 ag	Runt-SMMHC FRET	TRPML3 ag	PPC-1+TRAIL kill	EBV gp42 inh	TNF death inh	NCF1 inh	Mdm2 ligase inh
C=CCn1c(COc2ccc(Cl)cc2)nnc1SCC(=O)N/N=C/c1cccc(O)c1	20.9	0.9	1.4	-0.5	11.0	-13.7	-5.4	-7.6	-13.1
CC(C)C(C)NC(=O)CSc1nnc(-c2c[nH]c3ccccc23)o1 (centres undefined)	13.0	-1.0	-0.9	0.8	-13.6	8.2	0.0	-25.5	-24.3
Clc1ccc(-c2c[nH]c3ccccc23)nn1	-7.0	-1.9	-0.3	1.5	1.4	-1.7	-0.5	-5.4	-5.9
O=C(OCCN1C(=O)c2ccccc2C1=O)c1ccc(S(=O)(=O)N2CCCCCC2)cc1	17.5	1.2	1.4	1.0	-17.1	8.9	1.3	-10.0	0.2
CCOC(=O)c1ccc(NC(=O)CCc2nc(-c3ccc(C)cc3)no2)cc1	61.9	1.5	-6.1	0.7	12.0	3.3	-0.2	-12.7	2.3
CCOC(=O)COc1ccc2nsnc2c1Cl	.	2.3	2.2	0.1	11.6	.	0.0	.	-14.2
COc1ccc(NC(=O)C2Cc3ccccc3C(=O)O2)cc1 (centres undefined)	-7.9	.	-1.6	.	20.7	-6.6	-0.4	-6.6	-7.3
CCOc1ccc(-n2c(C)c(C(=O)OC)c3cc(O)ccc32)cc1	81.0*	-1.9	1.8	-0.6	-2.7	-5.2	-0.3	-9.2	-15.9
CCC(=O)Nc1ccc(N/C(N)=N/c2nc(C)cc(C)n2)cc1	3.4	0.0	1.5	0.8	5.4	2.8	2.8	6.5	-7.0
C=CCNC(=S)NNC(=O)c1ccc(=O)n(Cc2ccc(Cl)cc2Cl)c1	25.3	1.5	-0.9	0.5	3.9	-14.4	-0.3	-21.0	-4.1
COC(=O)C1=C(C(=O)c2ccccc2)C(c2ccc(O)c(OC)c2)n2nnnc2N1 (centres undefined)	5.8	0.8	-9.4	1.1	20.5	-3.4	-0.4	-10.1	-29.4
O=C(O)Cc1csc2ccccc12	18.4	3.2	3.9	1.0	24.1	-12.0	0.6	-20.8	-1.3

Compound profiles, as listed above:
Shown for `CCOc1ccc(-n2c(C)c(C(=O)OC)c3cc(O)ccc32)cc1` : CHOP inh: 81.0*; TRPN1 ag: -1.9; Runt-SMMHC FRET: 1.8; TRPML3 ag: -0.6; PPC-1+TRAIL kill: -2.7; EBV gp42 inh: -5.2; TNF death inh: -0.3; NCF1 inh: -9.2; Mdm2 ligase inh: -15.9
Shown for `CCOC(=O)COc1ccc2nsnc2c1Cl` : CHOP inh: .; TRPN1 ag: 2.3; Runt-SMMHC FRET: 2.2; TRPML3 ag: 0.1; PPC-1+TRAIL kill: 11.6; EBV gp42 inh: .; TNF death inh: 0.0; NCF1 inh: .; Mdm2 ligase inh: -14.2

4 of the compounds above, as labelled records:
CCOC(=O)c1ccc(NC(=O)CCc2nc(-c3ccc(C)cc3)no2)cc1
  CHOP inh = 61.9
  TRPN1 ag = 1.5
  Runt-SMMHC FRET = -6.1
  TRPML3 ag = 0.7
  PPC-1+TRAIL kill = 12.0
  EBV gp42 inh = 3.3
  TNF death inh = -0.2
  NCF1 inh = -12.7
  Mdm2 ligase inh = 2.3

CCOC(=O)COc1ccc2nsnc2c1Cl
  CHOP inh = .
  TRPN1 ag = 2.3
  Runt-SMMHC FRET = 2.2
  TRPML3 ag = 0.1
  PPC-1+TRAIL kill = 11.6
  EBV gp42 inh = .
  TNF death inh = 0.0
  NCF1 inh = .
  Mdm2 ligase inh = -14.2

COc1ccc(NC(=O)C2Cc3ccccc3C(=O)O2)cc1 (centres undefined)
  CHOP inh = -7.9
  TRPN1 ag = .
  Runt-SMMHC FRET = -1.6
  TRPML3 ag = .
  PPC-1+TRAIL kill = 20.7
  EBV gp42 inh = -6.6
  TNF death inh = -0.4
  NCF1 inh = -6.6
  Mdm2 ligase inh = -7.3

CCOc1ccc(-n2c(C)c(C(=O)OC)c3cc(O)ccc32)cc1
  CHOP inh = 81.0*
  TRPN1 ag = -1.9
  Runt-SMMHC FRET = 1.8
  TRPML3 ag = -0.6
  PPC-1+TRAIL kill = -2.7
  EBV gp42 inh = -5.2
  TNF death inh = -0.3
  NCF1 inh = -9.2
  Mdm2 ligase inh = -15.9

Additional records follow:
SMILES	CHOP inh	TRPN1 ag	Runt-SMMHC FRET	TRPML3 ag	PPC-1+TRAIL kill	EBV gp42 inh	TNF death inh	NCF1 inh	Mdm2 ligase inh
CC(NCC(O)COCc1ccc(Cl)cc1)c1ccccc1 (centres undefined)	19.8	2.0	0.9	2.0	27.1	-5.7	4.6	6.3	6.1
N=c1n(CC(=O)c2ccc(Br)s2)c2ccccc2n1Cc1ccccc1	14.5	2.3	22.1	2.4	2.8	-6.7	-29.6	-46.6	-15.9
CN1CCN(C(=O)c2cc(COc3c(F)cccc3F)on2)CC1c1ccccc1 (centres undefined)	17.0	0.7	.	0.1	.	-13.9	0.5	-4.1	-10.2
COc1ccc(CC(=O)Nc2ccc(S(=O)(=O)Nc3ncccn3)cc2)cc1	17.5	-0.2	-0.4	0.6	35.1	-22.7	1.2	-7.7	-11.7
O=C(NC1CC2CCC1C2)c1ccc(CN2CCOCC2)cc1 (centres undefined)	-8.2	1.8	-6.3	1.0	7.2	-13.0	-1.2	-4.6	-9.8
CN(NS(=O)(=O)c1ccc(Cl)cc1)c1ncc(C(F)(F)F)cc1Cl	63.6	-1.4	-0.5	-0.3	19.1	-5.7	2.2	0.1	-1.5
O=C1CC(=O)N(c2cccc(F)c2)N1	22.6	2.0	1.7	0.4	12.2	0.1	0.6	-4.5	-3.3
Cc1ccc(S(=O)(=O)NC(CC(=O)O)c2ccco2)cc1 (centres undefined)	-12.8	1.1	-7.1	0.2	7.3	-19.0	0.6	4.8	-18.7
CCCCC1NC(C(=O)O)CS1 (centres undefined)	16.3	1.1	1.3	1.3	0.0	-2.2	1.0	-9.3	-5.2
CCOC(=O)N1CCN(C(=O)c2cc3c(s2)-c2ccccc2OC3)CC1	-14.8	0.0	3.8	-0.6	-1.0	-0.9	-0.3	-2.6	-2.7
O=S1(=O)CC(O)C(N=Nc2c(O)n(Cc3ccccc3)c3ccccc23)C1 (centres undefined)	2.8	-0.3	0.7	0.1	-9.9	-17.9	0.4	-8.8	2.8
Cc1cc2cc(CNC(=S)Nc3ccc(OC(F)(F)F)cc3)ccc2[nH]1	63.5	-0.2	-0.3	0.8	8.1	0.2	-3.3	-17.1	.

Some values from the results shown.
Cc1cc2cc(CNC(=S)Nc3ccc(OC(F)(F)F)cc3)ccc2[nH]1 | CHOP inh = 63.5
O=C(O)Cc1csc2ccccc12 | PPC-1+TRAIL kill = 24.1

(continued)
SMILES	CHOP inh	TRPN1 ag	Runt-SMMHC FRET	TRPML3 ag	PPC-1+TRAIL kill	EBV gp42 inh	TNF death inh	NCF1 inh	Mdm2 ligase inh
Cc1noc(C)c1C(=O)NNc1cc(Cl)ccc1Cl	3.8	1.2	1.1	-0.5	10.0	2.8	1.8	3.5	1.3
Cc1ccc(N2C(=O)NC(NC(=O)C(C)(C)C)(C(F)(F)F)C2=O)cc1 (centres undefined)	0.1	0.8	-0.2	-0.1	9.7	-13.7	0.7	8.6	-0.8
O=C(Nc1nc(-c2cccs2)cs1)c1cccc(S(=O)(=O)N2CCCCC2)c1	1.6	-0.7	1.0	-0.1	11.9	-22.8	-0.9	-69.2	-8.2
CNC(=O)CC1C(=O)N(C)C(=S)N1NC(=O)c1ccccc1 (centres undefined)	6.1	1.6	2.8	0.9	21.1	-11.0	1.0	-0.4	-10.0
C#CCOCCOCCOCCNc1nc(N2CCN(C(=O)[C@H]([C@@H](C)CC)n3cc(CCCCN)nn3)CC2)nc(N2CCN(C(=O)[C@H](C)n3cc(CCC(=O)O)nn3)CC2)n1	10.5	-0.1	0.3	0.5	26.7	-5.7	0.1	-5.6	.
Cc1cccc(C)c1NC(=S)N1CCC(c2ccccc2)C1 (centres undefined)	26.6	0.6	-5.1	0.4	-9.0	-9.8	-0.7	.	.
CSc1nc2ccccc2c(=O)n1Cc1ccc(F)cc1	52.4	-1.2	2.8	-0.4	-2.7	-7.8	1.0	-7.3	-24.7
Cc1cccc(C(=O)NC(=O)Nc2c(C)cc(C)nc2C)c1	-1.0	2.2	-1.2	1.6	3.6	-0.3	0.8	-4.3	-10.5
CCOC(=O)c1ccc(NC(=O)CC2C(=O)OCCN2CC)cc1 (centres undefined)	-7.7	-0.5	2.9	0.6	22.5	-12.4	0.5	-5.3	8.6
CCOc1ccc(-c2nc(C#N)c(NCc3ccco3)o2)cc1	11.9	-1.3	-3.8	0.4	9.0	-2.9	1.1	-7.2	-19.4
O=c1[nH]c(NC2CCCCC2)c([N+](=O)[O-])c(=O)[nH]1	7.9	0.7	1.9	1.1	29.1	-4.6	0.8	-2.7	-7.5
COc1ccc(S(=O)(=O)Nc2ccccc2C(=O)NCc2ccco2)cc1Br	-13.3	1.2	0.6	0.7	12.5	-7.8	-0.1	-12.4	-5.7
Cc1nnsc1SCCNC(=O)c1ccc(F)cc1	41.0	0.0	1.2	0.1	4.7	-11.6	-1.3	-4.3	2.4
CC(=O)c1ccccc1N(C(=O)c1ccco1)C(C(=O)NC1CCCC1)c1ccc(N2CCOCC2)cc1 (centres undefined)	-8.1	1.0	-1.8	-0.3	11.9	-8.2	0.3	0.9	7.5
Cc1cccc(C2=N/C(=C\c3cccnc3)C(=O)O2)c1	55.8	1.5	-2.1	0.1	13.3	-1.7	0.2	-2.4	-9.4
Cc1ccc(S(=O)(=O)C(C)C(=O)c2ccc3c(c2)OCCO3)cc1 (centres undefined)	-8.6	1.3	1.7	0.1	2.0	-11.5	0.5	0.3	-4.8
CCOC(=O)Cn1nnnc1CN(Cc1ccc(OC)cc1)Cc1cc2cc(C)ccc2[nH]c1=O	-16.1	-0.8	-1.1	0.2	7.1	2.5	1.0	-12.8	-7.7
CCCCCc1nc2c(c(=O)c3ccccc3n2C)c(=O)n1Cc1ccc(OC)cc1	-34.0	-0.8	6.3	-0.4	18.1	-11.5	-3.9	-8.5	-2.6
C=CCOCCN(CCOCC=C)C1=NS(=O)(=O)c2ccccc21	-7.9	0.2	0.0	0.1	-22.7	-6.5	0.4	2.5	9.5
COc1ccccc1NC(=O)CCC(=O)Nc1ccccc1OC	32.4	0.5	3.1	-0.1	49.5	-21.6	0.8	-11.3	-11.6
Cc1[nH]c2ccccc2c1C(=O)CSc1nc2ccccc2c(=O)n1CCCN1CCOCC1	-3.1	0.8	-1.7	-0.2	3.6	-3.0	-14.1	-37.2	-2.6
C=CCNC(=S)Nc1cc(S(=O)(=O)N2CCOCC2)ccc1-n1cncn1	7.5	0.7	-4.9	1.1	19.4	-21.8	1.5	-25.9	-6.2
CO/N=C/c1ccc(N2CCN(C(=O)c3ccc(C)cc3)CC2)c([N+](=O)[O-])c1	72.5*	3.1	-2.3	0.7	13.6	-16.0	-7.1	-5.9	0.8
CCc1nnc(NC(=O)CCC(=O)N2CCN(C3CCCCC3)CC2)s1	21.4	3.3	-2.1	-0.3	29.7	8.6	-0.6	-12.9	22.4

Assay outcomes deposited in PubChem by several laboratories.
